PAD4 FP inh = PAD4 (human) enzyme inhibition; Q9UM07; inhibition, % at 6.36 µM; recombinant PAD4, RCA probe fluorescence polarization; 330,000 tested, 0.41% active; AID 485272;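 active = percent inhibition above a cutoff equal to the mean of all tested compounds plus 3 SD, cut at about 15% in these data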;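 note: 0% = PAD4 with RCA probe and DMSO and 100% = probe without PAD4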
MCL1 BIM primary = disrupts human MCL1 binding to BIM-BH3 peptide | GST-MCL1 / FITC-Bim-BH3 fluorescence polarization | inhibition, % at 10.9 µM | 320,000 tested, 0.68% active | AID 2057;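 active = inhibition above the mean inhibition of all tested compounds plus 3 SD, set per campaign, cut at about 40% in these data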;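 note: 0% = DMSO wells and 100% = unlabeled Bim-BH3 peptide control; higher means more loss of mP so more displacement of Bim peptide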
BCLXL inh = inhibitors of human Bcl-xL; Q07817; GST-Bcl-xL / FITC-Bim BH3 peptide fluorescence polarization; inhibition, % at 10.9 µM; 320,000 tested, 0.7% active; AID 2129;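 active = inhibition above the mean of all tested compounds plus 3 SD, cutoff set per campaign, cut at about 30% in these data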;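 note: 0% = DMSO wells and 100% = unlabeled Bim-BH3 peptide competitor; inhibitors lower millipolarization by displacing the labeled peptide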
Target sequence (Q07817 whole entry, looked up): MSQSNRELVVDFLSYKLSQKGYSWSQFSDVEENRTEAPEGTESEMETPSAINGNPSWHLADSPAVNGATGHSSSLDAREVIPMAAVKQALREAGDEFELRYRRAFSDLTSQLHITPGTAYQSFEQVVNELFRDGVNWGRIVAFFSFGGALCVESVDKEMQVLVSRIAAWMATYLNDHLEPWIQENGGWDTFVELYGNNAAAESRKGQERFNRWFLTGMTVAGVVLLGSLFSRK
GLD-1 TGE inh = GLD-1-TGE RNA interaction inhibition (C. elegans). Q17339. purified GLD-1 + fluorescein TGE RNA, fluorescence polarization. inhibition, % at 5.96 µM. 320,000 tested, 0.44% active;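 active = percent inhibition above a per-plate cutoff, the plate mean of test compounds plus 3 SD, cut at about 30% in these data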;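 note: 0% = DMSO wells with GLD-1 and probe and 100% = wells lacking GLD-1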
MEX-5 binding = C. elegans MEX-5 TCR-2 RNA binding activity | MEX-5/FITC-TCR2 RNA binding, fluorescence polarization; stronger effect = lower value | activity score (negative = inhibition of binding), % at 10 µM | 300,000 tested, 0.38% active;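 active = inhibition past about -25% in most replicates, and total fluorescence under double the plate's negative control median, limit read from the data; inconclusive = replicates evenly split on the limit, or fluorescence at least double controls; inactive = too little inhibition in most replicates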;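 note: 0% = DMSO and -100% = 5 µM competing unlabeled TCR2 RNA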
Target sequence (Q9XUB2 whole entry, looked up): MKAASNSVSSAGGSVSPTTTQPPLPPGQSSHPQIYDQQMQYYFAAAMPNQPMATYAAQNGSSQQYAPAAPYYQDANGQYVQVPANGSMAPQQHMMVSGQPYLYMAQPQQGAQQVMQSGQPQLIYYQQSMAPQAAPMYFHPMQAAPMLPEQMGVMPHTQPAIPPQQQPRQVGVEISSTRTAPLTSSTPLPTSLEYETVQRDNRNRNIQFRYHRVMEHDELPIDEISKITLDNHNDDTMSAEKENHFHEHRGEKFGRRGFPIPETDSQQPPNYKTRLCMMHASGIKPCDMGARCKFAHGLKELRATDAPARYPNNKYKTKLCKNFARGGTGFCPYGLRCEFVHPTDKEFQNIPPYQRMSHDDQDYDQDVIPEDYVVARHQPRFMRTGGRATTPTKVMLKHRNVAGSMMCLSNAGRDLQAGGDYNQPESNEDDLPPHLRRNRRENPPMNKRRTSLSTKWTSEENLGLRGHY
GSTO1 inh = blocks human GSTO1 in RBBP9 counter-screen; P78417; recombinant GSTO1, activity-based probe fluorescence polarization; inhibition, % at 5.96 µM; 300,000 tested, 1.1% active; AID 1974;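 active = inhibition above the campaign mean inhibition plus 3 SD, cut at about 35% in these data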;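 note: 0% = GSTO1-1 with DMSO and 100% = wells lacking GSTO1-1 enzyme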
Target sequence (P78417 whole entry, looked up): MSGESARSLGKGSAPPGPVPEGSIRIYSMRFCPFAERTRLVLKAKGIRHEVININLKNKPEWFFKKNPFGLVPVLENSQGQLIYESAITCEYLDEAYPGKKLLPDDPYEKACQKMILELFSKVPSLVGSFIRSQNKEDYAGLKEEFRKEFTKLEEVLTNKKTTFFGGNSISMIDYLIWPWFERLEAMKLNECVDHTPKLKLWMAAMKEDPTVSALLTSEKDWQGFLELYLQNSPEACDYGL
Fam108B counter = blocks mouse Fam108B hydrolase in RBBP9 counter-screen | recombinant Fam108B, FP-Rh probe fluorescence polarization | 300,000 tested, 0.33% active | inhibition, % at 9.51 µM;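 active = inhibition above the screen mean inhibition plus 3 SD, computed separately per campaign, cut at about 18% in these data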;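 note: inhibitors lower polarization as less probe binds the enzyme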
PME-1 primary = blocks human protein phosphatase methylesterase 1 | Q9Y570 | recombinant PME-1, FP-Rh probe fluorescence polarization | inhibition, % at 5.9 µM | 320,000 tested, 0.53% active;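 active = inhibition above the campaign mean of all compounds plus 3 SD, cut at about 26% in these data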;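 note: competitive labeling of PME-1 active site by serine hydrolase directed probe; 0% = PME-1 with DMSO and 100% = wells lacking PME-1 enzyme; inhibitors block probe labeling so polarization falls and inhibition rises; many of its hits are not listed in these tables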
TPT1 inh = blocks Candida albicans tRNA 2'-phosphotransferase | recombinant caTPT1, FP RNA substrate dephosphorylation | 300,000 tested, 0.81% active | AID 1962 | inhibition, % at 5 µM;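 active = inhibition above the mean of all tested compounds plus 3 SD, set per screening campaign, cut at about 24% in these data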;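 note: plate controls were DMSO alone for no effect and ferristatin control at 100 nM for full effect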
Numbers without * were called inactive; u = inconclusive; x = no result given. Not all compounds are listed (hit frequency here may not be typical).

SMILES	PAD4 FP inh	MCL1 BIM primary	BCLXL inh	GLD-1 TGE inh	MEX-5 binding	GSTO1 inh	Fam108B counter	PME-1 primary	TPT1 inh
COC(=O)c1ccc(C(=O)OCc2nc3cc4ccccc4cc3[nH]2)cc1	-12	1	0	3	1.2	-6	-7	-17	-7
O=C(CSc1nc2c(cnn2-c2ccccc2)c(=O)[nH]1)NC1CCS(=O)(=O)C1 (stereo not drawn)	-2	-7	0	7	-1.7	1	2	-5	2
Cc1c(C(=O)OCC(=O)N2CC(C)OC(C)C2)oc2ccc(Br)cc12 (stereo not drawn)	0	-10	3	0	0.3	-1	0	-4	-1
COC(=O)c1nonc1NCn1nnc2ccccc21	0	15	9	-3	-3.1	6	1	-4	1
N#CC1=C(N)N(c2ccccc2)C2=C(C(=O)CCC2)C1c1ccsc1 (stereo not drawn)	-7	31	27	23	-4.1	14	0	8	-3
CC(=O)C1=C(C)OC(N)=C(C#N)C1c1ccncc1 (stereo not drawn)	1	42*	30*	18	-7.3	8	-2	-2	-12
Cn1ccsc1=NC(=O)c1cccc(C#N)c1	2	-5	-2	-7	-0.5	5	-2	-5	0
N#C/C(=C\c1ccc(-c2ccccc2C(=O)O)o1)c1nc2ccccc2[nH]1	-6	-45	-32	-56	4.3	-6	5	4	95*
CN(C(=S)Nc1cccnc1)c1ccc(O)cc1	31*	37	25	7	0.1	83*	1	5	1
O=C(N/N=C/c1cccc2ccccc12)c1cc(C2CC2)[nH]n1	4	5	3	-2	-1.4	-10	-9	-15	0
CCCOc1ccc(-c2c(C(=O)N/N=C/c3ccccc3OCC)nnn2-c2nonc2N)cc1	-1	7	4	1	1.5	6	8	-4	-4
O=C(O)CC1SC(=Nc2cccc(C(F)(F)F)c2)NC1=O (stereo not drawn)	2	8	7	5	-0.1	-1	1	-5	-3
O=c1c([N+](=O)[O-])c(N2CCOCC2)c2ccccc2n1Cc1ccccc1	-2	2	3	6	-0.9	-14	3	3	-1
Cc1nc(-c2ccc(O)c(O)c2)cs1	5	33	23	4	-51*	42*	14	-10	-2
CCCCCC1CC(CC(=O)O)C(=O)O1 (stereo not drawn)	4	5	3	2	1.4	6	-1	0	-3
CN(C)CCOC(=O)CC12CC3CC(C1)CC(CC(=O)OCCN(C)C)(C3)C2	-6	-11	0	4	1.2	2	-8	6	0
Cc1cc(C)cc(N2C(=O)CC(n3ccnc3)C2=O)c1 (stereo not drawn)	1	2	3	-1	-0.4	-4	-4	-1	-3
COC(=O)c1cc(C(=O)OCC(=O)NC2CCS(=O)(=O)C2)cc([N+](=O)[O-])c1 (stereo not drawn)	-3	6	2	3	0.7	14	3	6	-4
COc1ccc(C(=O)O)cc1S(=O)(=O)Nc1ccc(Oc2ccccc2)cc1	-2	5	4	-4	x	x	x	-6	x
Cc1ccc(CC(=O)Nc2ccncc2)cc1	-2	0	0	-1	0.3	2	0	-6	-4
Cc1ccc(C2NC(=S)NC3=C2C(=O)CC(C)(C)C3)cc1 (stereo not drawn)	-4	6	0	5	0.3	3	2	-5	-1
O=C(CCn1c(=O)oc2ccccc21)N1CCc2ccccc21	-3	-3	2	2	-0.4	3	-2	4	0
C=CCn1c(SCc2cc([N+](=O)[O-])cc3c2OCOC3)nc2cc(C(=O)O)ccc2c1=O	-1	4	6	5	1.0	-5	0	-3	4
O=S(=O)(Nc1cccc2ccccc12)c1cccs1	0	5	1	-1	-0.5	5	0	2	-2
Nc1c2c(nc3sc4c(c13)CCCC4)CCCCCC2	-1	-2	10	-2	0.4	-3	2	-1	1

Single values from the results shown.
Under BCLXL inh, O=c1c([N+](=O)[O-])c(N2CCOCC2)c2ccccc2n1Cc1ccccc1 is listed with 3
Under MEX-5 binding, O=C(CCn1c(=O)oc2ccccc21)N1CCc2ccccc21 is listed with -0.4
Under MEX-5 binding, Cc1ccc(CC(=O)Nc2ccncc2)cc1 is listed with 0.3
Under PAD4 FP inh, C=CCn1c(SCc2cc([N+](=O)[O-])cc3c2OCOC3)nc2cc(C(=O)O)ccc2c1=O is listed with -1

Reprinted at random: 2 entries already listed.
SMILES	PAD4 FP inh	MCL1 BIM primary	BCLXL inh	GLD-1 TGE inh	MEX-5 binding	GSTO1 inh	Fam108B counter	PME-1 primary	TPT1 inh
CC(=O)C1=C(C)OC(N)=C(C#N)C1c1ccncc1 (stereo not drawn)	1	42*	30*	18	-7.3	8	-2	-2	-12
Cc1ccc(CC(=O)Nc2ccncc2)cc1	-2	0	0	-1	0.3	2	0	-6	-4

4 of these compounds in a different format.
O=S(=O)(Nc1cccc2ccccc12)c1cccs1
  PAD4 FP inh: 0	MCL1 BIM primary: 5	BCLXL inh: 1	GLD-1 TGE inh: -1	MEX-5 binding: -0.5	GSTO1 inh: 5	Fam108B counter: 0	PME-1 primary: 2	TPT1 inh: -2
O=C(CCn1c(=O)oc2ccccc21)N1CCc2ccccc21
  PAD4 FP inh: -3	MCL1 BIM primary: -3	BCLXL inh: 2	GLD-1 TGE inh: 2	MEX-5 binding: -0.4	GSTO1 inh: 3	Fam108B counter: -2	PME-1 primary: 4	TPT1 inh: 0
Cn1ccsc1=NC(=O)c1cccc(C#N)c1
  PAD4 FP inh: 2	MCL1 BIM primary: -5	BCLXL inh: -2	GLD-1 TGE inh: -7	MEX-5 binding: -0.5	GSTO1 inh: 5	Fam108B counter: -2	PME-1 primary: -5	TPT1 inh: 0
CCCOc1ccc(-c2c(C(=O)N/N=C/c3ccccc3OCC)nnn2-c2nonc2N)cc1
  PAD4 FP inh: -1	MCL1 BIM primary: 7	BCLXL inh: 4	GLD-1 TGE inh: 1	MEX-5 binding: 1.5	GSTO1 inh: 6	Fam108B counter: 8	PME-1 primary: -4	TPT1 inh: -4

Further structures follow:
SMILES	PAD4 FP inh	MCL1 BIM primary	BCLXL inh	GLD-1 TGE inh	MEX-5 binding	GSTO1 inh	Fam108B counter	PME-1 primary	TPT1 inh
Cc1nn(-c2cccc(C(F)(F)F)c2)c(=O)c2ccccc12	-4	10	4	4	0.6	-3	-4	2	-2
COc1ccc(C)cc1N(CC(=O)Nc1cccnc1)S(=O)(=O)c1ccc(C)cc1	0	0	2	1	1.3	5	-1	3	5
CCc1nc(Nc2ccccc2OC)c2oc3ccccc3c2n1	-3	0	4	3	0.3	-10	-2	0	0
O=C(c1ccc2c(c1)OCO2)N1CCN(S(=O)(=O)N2CCCCC2)CC1	0	4	3	6	-1.6	2	2	-2	-2
CCC(NS(=O)(=O)c1ccc(OC)cc1)C(=O)NCCc1ccccc1 (stereo not drawn)	-5	3	-1	-6	1.0	6	3	5	-1
NC(=O)C(CCC(=O)c1ccc(Br)cc1)S(=O)(=O)c1ccccc1 (stereo not drawn)	0	4	7	9	1.8	-6	0	-1	1
CC(=O)Nc1ccc2nc(CN3CCN(CC(C)C)C(CCO)C3)ccc2c1 (stereo not drawn)	-6	8	4	6	0.4	-2	7	1	-1
COc1cc(NC(=O)c2cnn3c(C(F)F)cc(C4CC4)nc23)c(OC)cc1Cl	-7	-9	-3	-6	-2.7	10	1	-6	0
CC(C)(C)C1CCC(OC(=O)C[N+]2(C)CCCCC2)CC1 (stereo not drawn)	5	-21	-8	8	-0.3	-5	2	-5	1
CCOc1ccc(Br)cc1S(=O)(=O)Nc1ccc(C(=O)OCC(=O)Nc2ccc(C#N)cc2)cc1	-2	-1	7	-6	-0.2	-32	11	1	0
CC(C)CCNC(=O)c1ccc(OC2CCN(S(=O)(=O)N(C)C)CC2)cc1	-6	5	8	7	-1.0	10	4	-7	2
CC(C)(C)c1ccc(OCCC(=O)NCC(c2cccs2)N2CCOCC2)cc1 (stereo not drawn)	-2	-4	1	-11	3.5	2	-5	-1	5
CCN(CC(=O)Nc1ccc(NC(C)=O)cc1)C(=O)Cc1coc2cc(C)c(C)cc12	3	-6	-6	2	2.4	1	-1	4	3
O=C(Nc1ccc(F)cc1)c1cnc(-c2ccccc2)nc1-c1ccccc1	-2	-7	1	7	-0.7	-4	-8	-2	-7
CCN1C=C(Cc2ccc(OC)cc2)C2=C(C1)C(c1ccc(OC)cc1)C(C#N)=C(N)O2 (stereo not drawn)	42*	-26	-10	-2	2.8	3	-3	-8	44*
COc1ccc(C2=CC3=C(Br)C(=O)C(C)(OC(=O)C4CCCC4)C(=O)C3=CO2)cc1 (stereo not drawn)	-10	42*	31*	9	u	39*	7	5	3
Cn1c(SCC(=O)NCc2ccco2)nnc1C1CCCC1	-1	-3	-3	3	-1.9	5	-1	-2	3
COc1cccc(C(=O)Nc2ccc(NC(=O)C3CC3)cn2)c1	3	7	2	1	0.5	9	-3	-4	-8
CCOC(=O)N1CCN(S(=O)(=O)N2CCCC(C(=O)NCCc3ccc(OC)c(OC)c3)C2)CC1 (stereo not drawn)	4	-3	1	1	-0.7	-4	-2	3	4
CCNc1nc(NCC)n2c(SCC(=O)Nc3ccc(NC(C)=O)cc3)nnc2n1	7	-9	-9	5	-1.2	1	0	-3	-1
COc1ccc(OC)c(/C=N/c2c(-c3ccc(O)c(OC)c3)nc3ccccn23)c1	-2	10	4	3	0.3	10	2	-2	-1
COc1ccc(C2NC(=O)c3sc4nc(C)c(C(C)=O)c(-c5ccc(Cl)cc5)c4c3N2)cc1 (stereo not drawn)	0	-12	-3	3	-6.4	7	3	1	2
CCCCOc1ccc(NC2=NC3(CCCCC3)N=C(N)N2)cc1	-1	4	6	5	-0.7	-5	1	0	0
CCn1ccc(-c2ccccc2)c(C#N)c1=O	1	7	5	-1	-0.5	15	0	-6	-2
Cc1ccc2nc3c(cc(C(=O)NCCc4ccccc4)c(=N)n3CCCN3CCOCC3)c(=O)n2c1	-1	12	9	-2	1.0	1	4	0	5
More compounds follow:
SMILES	PAD4 FP inh	MCL1 BIM primary	BCLXL inh	GLD-1 TGE inh	MEX-5 binding	GSTO1 inh	Fam108B counter	PME-1 primary	TPT1 inh
O=C(c1ccc([N+](=O)[O-])cc1)N1CCCC1	1	-2	2	2	-3.8	11	1	3	0
Cc1oc(-c2ccc(Cl)cc2)nc1CN1CCCC(C(=O)NCCCN2CCCC2=O)C1 (stereo not drawn)	0	7	2	3	x	6	2	-3	2
C=CCNS(=O)(=O)c1ccc2c(c1)n(C)c(=O)n2C	-7	-1	-2	-11	1.5	-1	-1	-2	-2
COc1ccc(-c2c([C@H]3[C@@H]4C=CCC[C@@]4(C)C(=O)N3Cc3ccccc3)ccc3ccccc23)cc1OC	-1	-2	-4	6	2.3	2	0	-2	1
O=C(N/N=C/C(Cl)=C/c1ccccc1)c1cnccn1	-7	-2	-2	-2	-3.4	1	0	-4	-2
c1ccc(CNc2nnnn2-c2ccccc2)cc1	0	6	8	8	-0.4	-2	3	2	0
COC(=O)c1ccccc1NC(=O)CC#N	-3	11	5	-4	x	-10	-5	-3	1
COC/C=C/C1=CC2=CC(=O)C(C)(O)C(=O)C2=CO1 (stereo not drawn)	1	64*	13	3	-47*	42*	6	-3	-1
CCOC(=O)N1CCN(C(=O)C2CCN(S(=O)(=O)N3CCC4(CC3)OCCO4)CC2)CC1	-5	4	6	1	-7.1	5	0	-8	-5
CCNC(=O)/C(=C/c1cccc([N+](=O)[O-])c1)NC(=O)c1ccc(C)cc1	-6	5	9	0	1.8	23	1	-1	3
O=C1CC(=C2c3ccccc3-c3ccccc32)C(=O)N1CCN1CCN(c2ccccc2)CC1	1	3	8	-6	1.4	5	-1	-3	3
COc1cccc(C(=O)Nc2cc(NC(=O)c3ccco3)ccc2OC)c1	-5	3	6	7	-2.2	-1	2	9	2
